Compound activity (PubChem)
HT1080NT lethal: kills 2HG-producing HT-1080-NT fibrosarcoma cells; HT-1080-NT fibrosarcoma viability, CellTiter-Glo ATP luminescence, 48 h; Potency, µM (titrated, usually from 46.1 µM), without a hit: at the highest dose activity, negative = less viability, hits mostly cytotoxic; 360,000 tested, 1.6% active;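 further: NT is the 2HG producing partner of a matched IDH1 knockdown line; potency means the concentration at half of the fitted maximal effect; 0% = DMSO-treated cells and -100% = media-only wells without cells; nearly all actives have a fitted effect of over 55% in size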
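HT-1080-NT fibrosarcoma cells (2HG-overproducing), 750 cells/well in RPMI with 5% FBS, dosed after 2 h and incubated 48 h at 37C. CellTiter-Glo luminescence normalized to DMSO and no-cell wells; concentration-response curves fitted and classed.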
HT1080 IDH1KD tx: kills HT-1080 cells with IDH1 knockdown; HT-1080 IDH1 knockdown viability, ATP luminescence, 48 h; Potency, µM (titrated, usually from 46.1 µM), for inactives: at the top dose activity, negative = toxicity, most hits filed as cytotoxic; 360,000 tested, 2% active;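 further: potency means the concentration at half of the fitted maximal effect; 0% = DMSO wells and -100% = cell-free medium wells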
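Cytotoxicity counter-line: IDH1KD HT-1080, 48 h, CellTiter-Glo. Curves classed by r2, magnitude and activity.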
ATXN2 expr inh: inhibitors of ATXN2 expression. HEK-293 ATXN2-luciferase reporter, luminescence, 24 h. Potency, µM (top dose mostly 57 µM), without a hit: at the top dose activity change, negative = inhibition, actives largely listed as inhibitors. 360,000 tested, 0.72% active. AID 1745845; further: potency means the concentration at half of the fitted maximal effect; on the % scale 0 is the no-effect control and ±100 the full control effect; nearly all actives have a fitted effect of over 55% in size
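ATXN2-luciferase reporter cells (luciferase flanked by upstream and downstream ATXN2 gene portions) were treated 24 h at 37 °C with compounds at up to 57 uM. SteadyGlo luminescence gave expression; GF-AFC fluorescence gave viability.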
MCF10A rerep: inducers of DNA re-replication in MCF 10A breast cells. MCF 10A DNA re-replication, Hoechst nuclear intensity, 48 h. Potency, µM (doses to about 46.1 µM), for inactives: at the highest dose activity, positive = re-replication, actives largely listed as activators. 350,000 tested, 2.9% active. AID 624296; further: potency means the concentration at half of the fitted maximal effect; % of control where 0% means no effect; nearly all actives have a fitted effect of over 50% in size
SW480 rereplic: DNA re-replication induction in SW480 cells. SW480 DNA re-replication, Hoechst DNA content imaging, 48 h. Potency, µM (titrated, usually from 46.1 µM), without a hit: at the top dose re-replication activation, actives largely listed as activators. 340,000 tested, 1.8% active; further: potency means the concentration at half of the fitted maximal effect; % of control where 0% means no effect; nearly all actives have a fitted effect of over 55% in size
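SW480 cells exposed to compounds for 48 hr at 37 C, 5% CO2, then Hoechst-stained 40 min. Nuclear DNA content imaged by fluorescence scanning (405 nm excitation, 500-530 nm emission); re-replication scored as increased high-intensity nuclei.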
KB-V1 MDR tox: kills drug-selected multidrug resistant KB-V1 cells; KB-V1 MDR cells viability, CellTiter-Glo, 72 h; Potency, µM (highest dose often 46.1 µM), inactives show at the top dose activity change, negative = cytotoxicity, most hits filed as cytotoxic; 400,000 tested, 3.4% active; further: potency means the concentration at half of the fitted maximal effect; on the % scale 0 is the no-effect control and ±100 the full control effect; nearly all actives have a fitted effect of over 60% in size
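Drug-selected KB-V1 cells, grown in DMEM lacking phenol red with 10% FBS, receive compound titrations; after three days at 37 degrees C, surviving cell ATP is quantified by CellTiter-Glo luminescence and responses normalized and curve-fitted.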
IL1B secr inh: inflammasome signaling inhibition, IL-1 beta readout | THP-1 LPS/ATP IL-1B secretion, AlphaLISA, 16 h; stronger effect = lower value | activity change, % at 57.5 µM | 360,000 tested, 4.7% active | AID 743279; in the data active means activity change below about -50%; inconclusive means mostly about -30% to -49%; further: on the % scale 0 is the no-effect control and ±100 the full control effect
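Secreted IL-1B measured by AlphaLISA bead assay after 16 h compound exposure of THP-1 cells; compounds (final up to 57.5 uM) added 1 h before LPS (250 ng/mL) and ATP (1.25 mM) stimulation; lower signal means less secretion.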
S2 tox: viability counter-screen for ATXN expression inhibitors. S2 cells (HEK-293 line with an ATXN2-luciferase reporter) viability, CellTiter-Fluor protease fluorescence, 24 h. AID 651635. Potency, µM (titrated, usually from 56.7 µM), most hits filed as cytotoxic. 400,000 tested, 0.49% active; further: potency means the concentration at half of the fitted maximal effect; nearly all actives have a fitted effect of over 40% in size
KB-3-1 tox: kills parental KB-3-1 adenocarcinoma cells | KB-3-1 viability, CellTiter-Glo ATP luminescence, 72 h | Potency, µM (series often up to 46.1 µM), without a hit: at the highest dose activity change, negative = cytotoxic, actives largely listed as cytotoxic | 400,000 tested, 1.4% active | AID 1347075; further: potency means the concentration at half of the fitted maximal effect; on the % scale 0 is the no-effect control and ±100 the full control effect; nearly all actives have a fitted effect of over 60% in size
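72 h, 37 °C compound treatment of KB-3-1 parental cells; CellTiter-Glo added, 10 min, luminescence read. Data corrected against DMSO-only plates and normalized before curve fitting.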
An asterisk follows results filed as active; i = inactive; ? = inconclusive; . = no result given; [ ] = dose if it differs, or a comment. Unless noted, the call rests on the fitted dose curve; in most records, active means well fitted curve in the direction sought with a large enough effect; inconclusive means small, poorly fitted or top-dose-only effect, or another doubt; inactive means no such curve, though single readings can be large; an effect the other way counts as inactive or inconclusive.

Compound	IL1B secr inh	MCF10A rerep	ATXN2 expr inh	S2 tox	HT1080 IDH1KD tx	KB-V1 MDR tox	HT1080NT lethal	SW480 rereplic	KB-3-1 tox
Cc1ccc(NC(=O)CN2CCN(C(=O)C3CC3)CC2)c(F)c1	-4	.	.	i	-12%	-6%	2%	.	4%
CCOC(=O)c1nn(-c2ccc3ccccc3c2)cc1O	-11	-26%	86%[activator]	i	-1%	6%	-17%	-90%[inhibitor][1.84 µM]	0%
Cc1ccc(C(=O)OCCOc2cccc(Cl)c2)cc1S(=O)(=O)N1CCOCC1	2	-7%	-21%	i	-6%	-15%	-9%	-47%[inhibitor]	11%
Cc1ccc(C(=O)COC(=O)c2n[nH]c(=O)c3ccccc23)cc1	-23	10%	2%	i	19%	?	9%	1%	0%
CCN1CCN(c2ccc(NC(=O)c3ccc(OC)c(S(=O)(=O)N4CCCC4)c3)cc2)CC1	105	6%	14%	i	3%	5%	4%	-10%	0%
O=C(COC(=O)c1ccccc1Cl)Nc1cccc(S(=O)(=O)N2CCCCC2)c1	6	.	.	i	4%	7%	-4%	.	1%
Cc1ccc(CNc2cc(C(=O)O)ccc2C)s1	14	4%	-5%	i	-3%	-14%	2%	4%	-2%
O=C1NC(Cc2c[nH]c3ccccc23)C(=O)N1CCOc1ccc(F)cc1 (stereo not drawn)	-1	6%	4%	i	-1%	-3%	-21%	-3%	1%
Cc1ccn2cc(CNS(=O)(=O)c3ccc4c(c3)OCCO4)nc2c1	12	-10%	-6%	i	2%	-7%	9%	-7%	15%
O=C(COC(=O)[C@@H]1CCCN1S(=O)(=O)c1ccccc1F)NCc1ccc2c(c1)OCO2	10	-3%	.	i	-2%	?	1%	-4%	1%
Cc1ccc(NC(=O)c2nc(S(C)(=O)=O)ncc2N(Cc2ccco2)Cc2ccco2)cc1C	.	.	-11%	i	.	-12%	.	.	-7%
COc1ccc(NS(=O)(=O)c2c(C)n(C)c(=O)n(C)c2=O)cc1OC	4	-8%	4%	i	2%	1%	1%	-10%	18%
COc1ccc(CC(=O)Nc2ccc(S(=O)(=O)N3CCCC3)cc2)c(OC)c1	0	0%	-18%	i	2%	?	-16%	?	?
Cn1c(=O)[nH]c(=O)c2c1nc(Br)n2CCCO	-6	-4%	6%	i	-9%	-7%	1%	-1%	27%
CCN(CC)S(=O)(=O)c1ccc(N2CCOCC2)c(NC(=O)c2ccc(C#N)cc2)c1	-2	5%	.	i	-3%	-24%	-7%	-149%[inhibitor]	-8%

Remaining list, next part
Compound	IL1B secr inh	MCF10A rerep	ATXN2 expr inh	S2 tox	HT1080 IDH1KD tx	KB-V1 MDR tox	HT1080NT lethal	SW480 rereplic	KB-3-1 tox
O=C(C#Cc1ccccc1)Nc1ccccc1F	-93*	?	-6%	?	-24%	?	-12%	?	?
Cn1cccc1C(=O)OCC(=O)NC(=O)c1ccc(Cl)cc1	-4	0%	1%	i	11%	?	9%	1%	-5%
CCOC(=O)c1cnn(-c2cc(Oc3ccccc3C)ncn2)c1N	-9	-5%	27%	i	15%	15%	21%	-6%	-2%
COc1cccc(Nc2sc(C(=O)c3ccc(Cl)cc3)c(N)c2C(=O)NCCc2ccc(OC)c(OC)c2)c1	.	.	?	?	.	-2%	.	.	5%
Cc1cc(NC(=O)CCN2CCC(C(N)=O)CC2)ccc1Br	-3	13%	-9%	i	-1%	0%	8%	-2%	5%
CC1Oc2ccccc2N(CC(=O)Nc2ccc3c(c2)OCO3)C1=O (stereo not drawn)	3	3%	19%	i	-7%	21µM*	12%	-8%	0%
CCN(CC(=O)Nc1ccc(NC(C)=O)cc1)C(=O)c1oc2ccccc2c1C	-5	0%	-8%	i	-3%	?	-1%	-4%	-8%
CCOc1ccc(C(=O)CCC(=O)NC(CC(C)C)C(=O)OC)cc1 (stereo not drawn)	32	1%	19%	i	10%	-6%	5%	7%	16%
Oc1ccc(/C=C/c2ccnc3ccccc23)cc1	-62*	21µM*	46%[activator]	.	?	0%	?	18%	?
COc1ccc2c(=O)c(N3C(=O)c4ccccc4C3=O)coc2c1	3	21%	2%	i	0%	16%	2%	-8%	-1%
CC(C)Cn1c(N)c(C(=O)COC(=O)C2=COCCO2)c(=O)n(C)c1=O	-1	-11%	-5%	i	-1%	-21%	-4%	-6%	0%
COc1ccc(-c2cc(-c3nnc(COC(=O)c4ccc(O)cc4)o3)c3ccccc3n2)cc1OC	?	?	-11%	i	?	?	?	?	0%
Cc1cc(-c2nn(-c3ccccc3F)cc2CNCCc2cnc[nH]2)c(C)s1	-15	11%	.	?	-9%	25%	-23%	-21%	1%
COc1ccc(C(=O)Oc2ccc[nH]c2=O)cc1	-14	?	.	i	-15%	-3%	-6%	7%	-12%
COC(=O)CC1C(=O)NCCN1C(=O)c1ccc2oc(C(C)C)nc2c1 (stereo not drawn)	4	1%	2%	i	12%	18%	12%	-23%	1%

The results go on:
Compound	IL1B secr inh	MCF10A rerep	ATXN2 expr inh	S2 tox	HT1080 IDH1KD tx	KB-V1 MDR tox	HT1080NT lethal	SW480 rereplic	KB-3-1 tox
CCOC(=O)C1=C(O)/C(=C/c2cccc(OC)c2O)N=C1C	30	-10%	4%	i	0%	?	-7%	5%	-10%
COc1ccc(NS(=O)(=O)c2cc(N/C(=N\S(=O)(=O)c3ccccc3)c3ccc(F)cc3)ccc2Cl)cc1	-10	13µM*	-25%	?	?	21µM*	?	?	21µM*
COC(=O)c1ccc(NC(=O)CSCc2ccccc2)cc1	-4	3%	43%[activator]	i	5%	-2%	8%	-14%	1%
O=C(NC(=S)Nc1cccc(O)c1)C1CCCCC1	?	28%	32%	i	-4%	-6%	-5%	-3%	0%
CCCc1nnc(SCC(=O)Nc2ccc(OC)cc2)o1	-8	6%	10%	i	?	22%	0%	14%	-11%
C=CCN1C(=O)/C(=C\c2cccc(OC(=O)c3ccco3)c2)SC1=S	0	?	8%	i	16%	0%	17%	-1%	?
CCN1C(=O)[C@H]2[C@@H](c3ccc(C)cc3)N3C(=O)N(c4cccc(Cl)c4)C(=O)[C@@]3(Cc3ccc(Cl)cc3)[C@H]2C1=O	-15	16%	3%	i	-4%	-3%	-10%	1%	?
CCOC(=O)COc1ccc(Br)cc1/C=C/c1[nH]c(=O)[nH]c(=O)c1[N+](=O)[O-]	-63*	?	?	i	?	11%	18µM*	?	-12%
CC(NC(=O)C(=O)Nc1nccs1)c1ccccc1 (stereo not drawn)	15	-3%	11%	i	13%	23%	9%	-7%	-3%
O=C(c1cn(-c2ccccc2)nc1-c1cccs1)N1CCN(c2ccccc2)CC1	10	6.5µM*	13%	i	7.1µM*	?	?	2.9µM*	8.2µM*
CCCCNC(=S)N/N=C/c1ccc(C)s1	0	2%	0%	i	17%	?	7%	-4%	1%
CCC(C(=O)NC1CCCC1)N(C(=O)Cn1nnc(-c2ccc(C)o2)n1)c1ccccc1OC (stereo not drawn)	-8	-3%	0%	i	0%	-27%	0%	-3%	15%
CSc1ccc(Cl)c(C(=O)OCC(=O)NCc2ccco2)c1	17	-1%	7%	i	-2%	15%	2%	4%	-7%
O=C1c2ccccc2C(=O)N1OCCCN1C(=O)c2ccccc2S1(=O)=O	15	-1%	-8%	i	1%	?	5%	10%	1%
Cc1c(OC(C)C(=O)NCC(O)c2ccccc2)ccc2c3c(c(=O)oc12)CCC3 (stereo not drawn)	0	-15%	7%	i	-4%	-2%	-3%	-1%	0%

Continued.
Compound	IL1B secr inh	MCF10A rerep	ATXN2 expr inh	S2 tox	HT1080 IDH1KD tx	KB-V1 MDR tox	HT1080NT lethal	SW480 rereplic	KB-3-1 tox
Cc1ccc(S(=O)(=O)N(CC(O)CN2CCCCC2)c2ccccc2)cc1 (stereo not drawn)	-9	1%	4%	i	0%	3%	-6%	-6%	-19%
CCC(Oc1ccc(F)cc1)C(=O)N1CCCCCCC1 (stereo not drawn)	12	0%	.	i	-1%	-8%	-4%	-9%	-7%
COc1ccccc1N1CCN(C(=O)CCCCn2c(=O)[nH]c3ccsc3c2=O)CC1	0	4%	-6%	i	2%	5%	2%	-2%	7%
CCCCn1nnnc1C(c1ccccc1)N1CCN(c2ccccc2)CC1 (stereo not drawn)	-12	.	11%	i	4%	-18%	6%	.	-12%
O=C(CN(C(=O)c1csnn1)c1ccc(F)cc1)NCCc1ccccc1	-8	0%	-11%	i	8%	-2%	15%	11%	7%
COCCCN1C(=O)C(=O)/C(=C(/O)c2ccc(S(=O)(=O)N3CCCCC3)cc2)C1c1ccc(F)cc1 (stereo not drawn)	17	13%	-2%	i	21%	9%	11%	-14%	10%
Cn1c(=O)n(CC(=O)NCC2CCCO2)c(=O)c2c3c(sc21)CCCC3 (stereo not drawn)	0	-4%	0%	i	-1%	-12%	13%	?	-4%
CCCCCC(=O)N1C[C@H](O)[C@@H](n2cc(COC(=O)c3ccccc3)nn2)C[C@@H]1c1ccc(Cl)cc1	-6	.	-14%	i	1%	-5%	-1%	.	-1%
CCC(=O)Nc1ccc(N2CCC(C)CC2)cc1	-17	0%	35%	i	12%	7%	20%	-3%	13%
CC1(c2nnc(-c3ccc(F)cc3)o2)CC(c2cccnc2)=NO1 (stereo not drawn)	-12	-1%	8%	i	1%	-1%	0%	6%	0%
O=C(c1cc2nc(-c3ccco3)cc(C(F)(F)F)n2n1)N1CCN(c2ccccc2)CC1	-10	-1%	0%	i	0%	?	0%	-4%	7%

Part of the list above, with values under each structure.
Every second line gives: IL1B secr inh, MCF10A rerep, ATXN2 expr inh, S2 tox, HT1080 IDH1KD tx, KB-V1 MDR tox, HT1080NT lethal, SW480 rereplic, KB-3-1 tox
- Cc1ccc(S(=O)(=O)N(CC(O)CN2CCCCC2)c2ccccc2)cc1 (stereo not drawn)
    -9, 1%, 4%, i, 0%, 3%, -6%, -6%, -19%
- CCC(Oc1ccc(F)cc1)C(=O)N1CCCCCCC1 (stereo not drawn)
    12, 0%, ., i, -1%, -8%, -4%, -9%, -7%
